Screens as filed in PubChem.
bovine MsrA act = activates bovine MsrA enzyme. hit rate 0.3% among 360,000. AID 602163. activation, % at 10.6 µM. purified bovine MsrA, absorbance read-out; in the data active means activation above about 7.5%;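 further: 0% = vehicle and 100% = reference activator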
MsrA inhibitor = inhibits bovine methionine sulfoxide reductase A; purified bovine MsrA, absorbance read-out; inhibition, % at 15.5 µM; hit rate 0.75% among 360,000; in the data active means inhibition above about 4.5%;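 further: 0% = vehicle wells with enzyme and 100% = reference inhibitor wells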
NRP1-CendR mod = NRP-1/CendR interaction modulation; FAM-RPARPAR peptide binding to NRP-1, fluorescence polarization; hit rate 0.85% among 360,000; inhibition, % at 25 µM; AID 602438; O14786;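 active means inhibition or corrected inhibition above about 18%, plus a signal ratio from 0.5 to 1.5, limit read from the data, passing the limit was not always enough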; further: strong numbers were not always called active
Scp1 inh = inhibitors of human Scp-1 phosphatase; hit rate 0.88% among 340,000; Recombinant Scp1, phosphopeptide, malachite green phosphate absorbance; inhibition, % at 20 µM; Q9GZU7;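 active means inhibition above about 50% at 20 µM, limit read from the data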;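 further: plate controls were DMSO wells with enzyme for no effect and wells lacking enzyme for full effect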
Target sequence (Q9GZU7 76-261 limits assumed): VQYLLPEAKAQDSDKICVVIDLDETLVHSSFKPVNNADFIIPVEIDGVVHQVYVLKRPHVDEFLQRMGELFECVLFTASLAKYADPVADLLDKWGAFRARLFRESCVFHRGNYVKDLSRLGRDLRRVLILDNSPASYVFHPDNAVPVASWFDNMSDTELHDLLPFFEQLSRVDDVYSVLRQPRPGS
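assay system = SCP-1 phosphatase catalytic domain, residues 76-261 | buffer or medium = 50 mM Tris acetate pH 5.5, 0.005% Tween-20, 10 mM MgCl2 | incubation = enzyme reaction 45 min at room temperature, colour 5 min, stabilisation 30 min | signal = Phosphate-binding colour reagent, absorbance read at 630 nm | measure = % inhibition at 20 µM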
TbMetRS inhib = Trypanosoma brucei MetRS inhibition; purified T. brucei MetRS, ATP depletion, Kinase-Glo luminescence; inhibition, % at 11.9 µM; hit rate 0.4% among 360,000; AID 624268;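 active means inhibition above a per-plate cutoff of the control wells' mean inhibition plus 3 SD, cut at about 5.5% in these data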;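 further: 0% = DMSO wells median and 100% = median of wells with control inhibitor compound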
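System: purified T. brucei MetRS enzyme / Detection: Kinase-Glo luciferase luminescence reporting remaining unconsumed ATP / Medium: HEPES buffer with MgCl2, KCl, DTT, spermine, BSA, pyrophosphatase / Replication: singlicate, one well per compound / Evaluation: percent inhibition relative to median high and low control wells / Schedule: 2 h aminoacylation at 25 °C after 15 min preincubation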
LMPTP inh = blocks human LMPTP phosphatase | recombinant LMPTP-A, OMFP fluorogenic substrate, fluorescence intensity | inhibition, % at 20 µM | hit rate 0.22% among 360,000;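 active means compounds that cut the enzyme signal by at least half of the control window in the single-dose screen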;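 further: plate controls were DMSO wells with enzyme plus substrate for no effect and substrate without enzyme for full effect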
Target sequence (P24666 whole entry, looked up): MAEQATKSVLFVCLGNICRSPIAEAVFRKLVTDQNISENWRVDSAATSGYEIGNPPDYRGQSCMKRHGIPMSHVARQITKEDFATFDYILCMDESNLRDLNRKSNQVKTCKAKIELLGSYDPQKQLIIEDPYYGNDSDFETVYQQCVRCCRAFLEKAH
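Assay system: LMPTP-A enzyme. Input: 0.625 nM LMPTP-A final. Probe or stimulus: 400 µM OMFP. Compound dosing: single 20 µM dose. Schedule: 50 min dark incubation at room temperature. Detection: fluorescence intensity of OMFP turnover product. Read-out: percent inhibition versus substrate-only and uninhibited controls. Benchmarks: no-enzyme low control, uninhibited high control.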
E coli Lon inh = inhibitors of E. coli Lon protease; hit rate 0.42% among 360,000; purified E. coli Lon protease, fluorescence polarization; inhibition, % at 7.94 µM; in the data active means inhibition above about 13%, passing the limit was not always enough;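 further: 0% = enzyme with probe and DMSO and 100% = no enzyme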
SUMO1-SIM PPI = modulators of human SUMO1-mediated protein-protein interactions. P63165. SUMO1 binding to a labelled peptide, TR-FRET, 1 h. inhibition, % at 20 µM. hit rate 0.33% among 360,000. AID 602429; in the data active means inhibition above about 37%
Target sequence (P63165 whole entry, looked up): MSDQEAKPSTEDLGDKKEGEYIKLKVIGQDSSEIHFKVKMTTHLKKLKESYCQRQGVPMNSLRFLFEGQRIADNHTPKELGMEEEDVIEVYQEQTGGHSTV
DNMT1 block = blocks human DNA methyltransferase DNMT1; P26358; DNMT1 molecular beacon, Hinp1I cleavage, fluorescence; inhibition (reported as % activation of signal), % at 10 µM; hit rate 0.83% among 360,000; AID 588458; in the data active means inhibition above about 50%
STEP inh = STEP (human) phosphatase inhibition | recombinant STEP, OMFP fluorogenic substrate, fluorescence | inhibition, % at 20 µM | hit rate 0.25% among 360,000 | AID 588621;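 active means inhibition at 20 µM, scaled per plate between control wells, above about 37%, limit read from the data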;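 further: 0% = DMSO with enzyme and substrate and 100% = substrate only without enzyme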
Target sequence (P54829 whole entry, looked up): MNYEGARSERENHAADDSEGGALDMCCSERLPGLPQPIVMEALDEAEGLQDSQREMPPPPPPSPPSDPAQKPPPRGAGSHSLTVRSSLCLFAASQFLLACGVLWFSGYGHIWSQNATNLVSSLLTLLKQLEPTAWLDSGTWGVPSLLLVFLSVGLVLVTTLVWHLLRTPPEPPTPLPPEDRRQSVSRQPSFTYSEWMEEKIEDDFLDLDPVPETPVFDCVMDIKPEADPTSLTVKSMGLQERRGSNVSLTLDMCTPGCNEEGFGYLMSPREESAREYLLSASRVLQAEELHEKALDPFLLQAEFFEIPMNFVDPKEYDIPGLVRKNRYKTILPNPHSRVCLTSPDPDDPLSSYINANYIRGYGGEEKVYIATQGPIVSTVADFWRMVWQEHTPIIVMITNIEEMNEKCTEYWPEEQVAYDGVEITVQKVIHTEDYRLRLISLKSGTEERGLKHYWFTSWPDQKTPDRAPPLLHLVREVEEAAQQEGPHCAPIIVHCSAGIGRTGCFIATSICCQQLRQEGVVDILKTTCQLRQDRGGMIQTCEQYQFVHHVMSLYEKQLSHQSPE
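System: isolated STEP enzyme; schedule: 20 min enzyme reaction at room temperature, protected from light; medium: Bis-Tris buffer pH 6.0, 2.5 mM DTT, 0.005% Tween 20; signal: fluorescence, 480/540 nm; dosing: single compound dose of 20 µM, 1% DMSO final; also added: OMFP substrate, 25 µM final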
* = called active by the depositor; · = not tested or not shown.

SMILES	bovine MsrA act	MsrA inhibitor	NRP1-CendR mod	Scp1 inh	TbMetRS inhib	LMPTP inh	E coli Lon inh	SUMO1-SIM PPI	DNMT1 block	STEP inh
COc1ccc(CCNC(=O)c2cccc(NC3=NC4CS(=O)(=O)CC4S3)c2)c(OC)c1 (stereo not drawn)	-2	0.4	5	-12	0.0	-0.9	-2	3	0	2
Cc1nnnn1CC(=O)Nc1ccccc1[N+](=O)[O-]	-3	-0.9	-2	-2	0.1	-2.2	-8	-12	-2	-3
COc1ccc(CC(=O)OCC(=O)NC2CCCCC2)cc1OC	-2	-1.0	3	-18	-0.2	-1.3	-12	5	2	-2
COc1ccc(CNC(=O)Cn2ccc(N)nc2=O)cc1	-4	-1.6	32*	-4	-0.4	-3.8	0	3	3	-4
CCOc1ccc(Oc2ccccc2NC(=O)CSCC(=O)Nc2cc(C)on2)cc1	-3	-0.8	0	-6	-0.4	-0.3	7	2	-1	-1
Cn1c(=O)c2ccccc2n(CC(=O)NCCC2=CCCCC2)c1=O	-3	-0.3	13	-4	0.9	1.8	4	1	1	5
CC(=O)Nc1nc2ccc(-c3nc4ccccc4o3)cc2s1	-2	0.7	6	-2	-0.6	0.6	-7	-1	-9	-3
CCN(CC(=O)Nc1ccccc1OC)C(=O)CN1C(=O)NC(C)(c2ccc(C)cc2)C1=O (stereo not drawn)	-2	-1.1	-6	-14	-0.2	-1.1	-14	-7	2	3
Cc1cc(N2C(=O)C(O)=C(C(=O)c3cc4ccccc4o3)C2c2ccc([N+](=O)[O-])cc2)no1 (stereo not drawn)	-3	0.3	10	-13	-0.3	4.6	-7	-19	-11	14
CCCN(Cc1cc2cc(OC)ccc2[nH]c1=O)C(=O)c1ccco1	-4	2.1	-8	12	-0.7	-0.7	-18	-2	1	1
COc1ccc(CNC(=O)Cn2nc([N+](=O)[O-])cc2C)cc1	-1	-0.2	4	-10	-0.2	-1.5	-3	-10	1	-1
CN(C)c1ccc(C(=O)Nc2ccc(S(=O)(=O)Nc3nccs3)cc2)cc1	-11	3.6	-6	-5	0.6	0.4	-3	-19	1	0
Cc1c(NC(=O)C2C3C=CC(C3)C2C(=O)O)c(=O)n(-c2ccccc2)n1C (stereo not drawn)	3	·	4	33	-0.5	-0.4	7	10	17	10
CCC(=O)Nc1cc2nn(-c3ccccc3)nc2cc1Cl	-1	-1.3	8	-5	-0.5	-1.5	-10	-2	4	-2
O=C(c1ccco1)N1CCN(c2ccnc3cc(Cl)ccc23)CC1	-3	0.2	0	-2	0.3	3.6	0	2	1	-4
Cc1cc(C)n(Cc2ccc(F)cc2)c(=O)c1C#N	-2	·	-1	2	-0.5	0.1	2	4	1	-2
CCNC(=O)C1(C)CCCN(C(=O)c2cc(C)nn2C(C)(C)C)C1 (stereo not drawn)	-1	-0.5	0	·	-0.3	0.2	5	-1	-1	1
COc1ccccc1CN1CCC(n2nccc2NC(=O)CCc2ccccc2)CC1	-1	-0.3	4	-11	0.8	1.3	7	-6	-1	-2
Cc1nc2c(C(=O)NCCC(C)C)c[nH]n2c(=O)c1Cl	-7	0.0	6	2	-0.9	0.2	10	1	20	0
CCCCC(=O)Nc1ccc(NC(=O)C2CC2)nc1	-5	-2.0	1	-4	-0.7	-0.8	-1	57*	5	-2
Cc1ccc(-n2c(-c3cc(C)n(C)n3)n[nH]c2=S)cc1	1	0.2	7	-2	0.4	-2.5	-1	-1	4	-3
CCCNC(=O)C1CCN(S(=O)(=O)c2cccs2)CC1	-5	0.1	17	-3	-0.3	-1.2	0	1	1	-2
CCCC[C@@H]1CC2=C(C(=O)OC(C)(C)O2)[C@H](c2ccc(C(C)C)cc2)O1	1	0.3	6	·	-0.9	2.7	-1	6	·	·
Fc1ccc(F)c(C2=NNC(=Nc3ccccc3F)SC2)c1	-4	-1.1	5	-3	-0.7	1.2	1	2	-22	-3
Cc1c(OCC(=O)NCC2CCC(C(=O)O)CC2)ccc2c(-c3ccccc3)cc(=O)oc12 (stereo not drawn)	-4	3.3	8	7	1.5	-2.4	4	-1	-2	0

An excerpt of these results, with bars between the fields:
compound | bovine MsrA act | MsrA inhibitor | NRP1-CendR mod | Scp1 inh | TbMetRS inhib | LMPTP inh | E coli Lon inh | SUMO1-SIM PPI | DNMT1 block | STEP inh
COc1ccccc1CN1CCC(n2nccc2NC(=O)CCc2ccccc2)CC1 | -1 | -0.3 | 4 | -11 | 0.8 | 1.3 | 7 | -6 | -1 | -2
Cc1nc2c(C(=O)NCCC(C)C)c[nH]n2c(=O)c1Cl | -7 | 0.0 | 6 | 2 | -0.9 | 0.2 | 10 | 1 | 20 | 0
CCCCC(=O)Nc1ccc(NC(=O)C2CC2)nc1 | -5 | -2.0 | 1 | -4 | -0.7 | -0.8 | -1 | 57* | 5 | -2
Cc1ccc(-n2c(-c3cc(C)n(C)n3)n[nH]c2=S)cc1 | 1 | 0.2 | 7 | -2 | 0.4 | -2.5 | -1 | -1 | 4 | -3
CCCNC(=O)C1CCN(S(=O)(=O)c2cccs2)CC1 | -5 | 0.1 | 17 | -3 | -0.3 | -1.2 | 0 | 1 | 1 | -2
CCCC[C@@H]1CC2=C(C(=O)OC(C)(C)O2)[C@H](c2ccc(C(C)C)cc2)O1 | 1 | 0.3 | 6 | · | -0.9 | 2.7 | -1 | 6 | · | ·
Fc1ccc(F)c(C2=NNC(=Nc3ccccc3F)SC2)c1 | -4 | -1.1 | 5 | -3 | -0.7 | 1.2 | 1 | 2 | -22 | -3
Cc1c(OCC(=O)NCC2CCC(C(=O)O)CC2)ccc2c(-c3ccccc3)cc(=O)oc12 (stereo not drawn) | -4 | 3.3 | 8 | 7 | 1.5 | -2.4 | 4 | -1 | -2 | 0

(listing goes on)
SMILES	bovine MsrA act	MsrA inhibitor	NRP1-CendR mod	Scp1 inh	TbMetRS inhib	LMPTP inh	E coli Lon inh	SUMO1-SIM PPI	DNMT1 block	STEP inh
O=C(Cc1ccccc1)Nc1ccccc1C(=O)N1CCN(c2ccccc2)CC1	-9	0.9	3	-9	-0.5	-0.6	-13	3	2	-1
COc1cccc(C(=O)/C=C/c2ccc(SC)cc2)c1	-5	1.6	-5	-9	-0.2	3.3	-2	-6	9	0
Cc1cc(-n2cnc(-c3cn[nH]c3C)n2)no1	-8	-0.3	-3	-1	-0.8	-3.4	12	3	4	-1
CC(=O)Oc1ccc2nc(/C=C/c3ccccc3)oc(=O)c2c1	-3	4.1	15	-10	-0.6	-1.6	-6	-9	0	1
CC1(c2nnnn2-c2ccc3c(c2)OCCO3)CCC(=O)N1CCOc1ccccc1 (stereo not drawn)	-2	0.5	3	·	-1.0	0.0	-4	1	·	·
COc1cccc(-c2cc3nc(C)cc(N4CCN(C(=O)c5ccoc5)CC4)n3n2)c1	0	-0.5	2	·	-0.5	1.0	-1	7	-4	0
Cc1ccc(-n2nc(C(=O)O)c3ccccc3c2=O)cc1C	-10	-0.6	1	-9	-1.3	0.1	-4	1	2	1
Cc1nc(CC(=O)c2ccc(O)c(C)c2O)cs1	-3	3.4	-6	-2	-0.5	1.0	4	1	3	-4
O=C(c1ccccc1)C(CN1CCCCC1)c1ccccc1 (stereo not drawn)	-11	-0.2	-1	-1	-0.3	1.3	-4	3	17	-2
CC(C)(C)CC(C)(C)N=C1Nc2cc(Cl)c(Cl)cc2NC12C[C@H]1CCC(=O)N3CC[C@@H](C2)[C@@H]13 (stereo partly drawn)	-2	0.4	-2	3	-0.3	2.9	2	-2	-28	1
CCc1ccc(N(C(=O)c2ccco2)C(C(=O)NC2CCCC2)c2ccco2)cc1 (stereo not drawn)	-5	-0.5	-2	-8	-0.6	0.8	3	0	-1	4
Cc1ccc(C(=O)N2CCC(C(=O)Nc3cccc([N+](=O)[O-])c3)CC2)cc1	-4	-0.6	4	-2	-0.1	0.3	-8	-27	0	2
CC(C)c1ccc(C(O)Cc2nc3ccccc3n2C)cc1 (stereo not drawn)	-2	-1.3	-4	-3	-0.5	0.1	-11	-3	1	-2
CCn1c(C)c(C)c2cc(C(=O)NCCCN3CCCCC3)ccc21	-1	1.5	-17	-6	-0.2	-1.3	-9	-24	-3	-4
CC(C)(C)N(Cc1ccccc1)C(=O)COC(=O)/C=C/c1ccc2c(c1)OCO2	-2	-0.7	6	-1	-0.2	2.5	-21	-3	0	3
C/C(=N\NC(=O)c1ccccc1)c1ccc(C)c([N+](=O)[O-])c1	-3	-0.4	-3	-5	0.2	1.1	-8	-9	1	-2
COc1ccc(CC(=O)Nc2cccc(C(C)=O)c2)cc1S(=O)(=O)N1CCOCC1	-2	0.8	2	-8	-0.1	-0.8	-13	4	2	-2
CCn1nc(C(=O)Nc2ccc(C)c(C)c2)c(Cl)c1Cl	-8	0.9	4	-6	-0.7	-0.9	5	-2	3	0
CC1(C)OC2COC(c3[nH]nc4c(=O)[nH]c(=O)[nH]c34)C2O1 (stereo not drawn)	-3	-1.8	-5	·	-0.1	-3.1	-8	-4	3	-4
CCOc1ccc(C(C)C)cc1S(=O)(=O)n1nc(C)cc1C	-5	-0.8	-2	-16	-0.6	0.3	-3	1	-2	-4
Cc1ccc2sc(C)[n+](CCC(C)S(=O)(=O)[O-])c2c1 (stereo not drawn)	-10	0.3	3	2	-1.1	-2.3	-4	0	6	-3
CC(CCc1ccccc1)NC(=O)CCNC(=O)c1ccccc1Cl (stereo not drawn)	-7	1.0	4	-5	-0.5	-0.3	6	-1	3	-2
CCC(C)NC(=O)C1CC(c2ccc(OC)cc2)=NO1 (stereo not drawn)	-1	-1.1	-11	-3	0.1	-1.6	4	-3	1	2
O=C(CN1C(=O)NC2(CCCCCCC2)C1=O)Nc1c(Cl)cccc1Cl	-3	0.3	1	-6	-0.6	-1.7	-1	2	-1	1
Cc1cccc(N2C(=O)C(O)=C(C(=O)c3cccs3)C2c2ccc(F)cc2)n1 (stereo not drawn)	3	0.1	-3	-8	-0.3	-2.4	-3	-4	1	3
CC(=O)c1cccc(NC(=O)CN(C)S(=O)(=O)c2ccccc2)c1	-4	-0.3	13	-8	-0.5	-0.4	-2	0	-2	0
Cc1nnc(NC(=O)CSc2nc(N)c(NC(=O)c3cccs3)c(=O)[nH]2)s1	-1	0.0	16	-2	-0.1	-0.8	0	6	0	-3
COc1ccc2oc(C(=O)OCC(=O)Nc3ccc(C)c(S(=O)(=O)N4CCOCC4)c3)c(C)c2c1	-4	-0.3	7	·	-0.3	1.4	-1	-3	-5	0

This is a random part of the collection; 4.3% or so of the library scored in one or more.
